Sm TGR block – qHTS Assay for the Inhibitors of Schistosoma Mansoni Peroxiredoxins | Schistosoma mansoni thioredoxin glutathione reductase (TGR), Q962Y6 | purified TGR, DTNB reduction, TNB absorbance 405 nm | Potency, µM (highest dose often 114 µM), without a hit: at the highest dose activity change, negative = inhibition, actives largely listed as inhibitors | actives 3% (n = 360,000); also: potency is read from the fitted curve at half-maximal effect; nearly all actives have a fitted effect of over 60% in size
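First, TGR (20 nM dispensed) and NADPH were mixed with compound. Second, a 15 min room-temperature incubation followed. Third, further NADPH and then DTNB were added to start the reaction. Finally, TNB absorbance was monitored kinetically.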
AMA1-RON2 inh – qHTS for Inhibitors of AMA1-RON; Towards Development of Antimalarial Drug Lead: Primary Screen; AlphaScreen AMA1-biotinylated RON2 peptide binding; Potency, µM (series often up to 58.2 µM), for inactives: at the highest dose activity change, negative = inhibition, most hits filed as inhibitors; actives 0.2% (n = 360,000);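 also: potency is read from the fitted curve at half-maximal effect; 0% = vehicle wells and -100% = peptide control; nearly all actives have a fitted effect of over 45% in size; some results filed as inactive show a strong effect at the top dose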
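AMA1 (3D7) with his tag at 25 nM final met compounds first, then biotinylated RON2 peptide at 25 nM; detection used donor plus acceptor beads, 10 µg/mL apiece, read by AlphaScreen after 30 min at room temperature.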
FBPA Giardia inh – qHTS Assay for Inhibitors of Fructose-1,6-bisphosphate Aldolase from Giardia Lamblia. A8B2U2. purified Giardia FBPA. Potency, µM (titrated, usually from 59.6 µM), without a hit: at the top dose activity, negative = inhibition, hits mostly inhibitors. actives 0.71% (n = 290,000). AID 2451, 2010; also: potency is read from the fitted curve at half-maximal effect; nearly all actives have a fitted effect of over 55% in size
Target sequence (A8B2U2 whole entry, looked up): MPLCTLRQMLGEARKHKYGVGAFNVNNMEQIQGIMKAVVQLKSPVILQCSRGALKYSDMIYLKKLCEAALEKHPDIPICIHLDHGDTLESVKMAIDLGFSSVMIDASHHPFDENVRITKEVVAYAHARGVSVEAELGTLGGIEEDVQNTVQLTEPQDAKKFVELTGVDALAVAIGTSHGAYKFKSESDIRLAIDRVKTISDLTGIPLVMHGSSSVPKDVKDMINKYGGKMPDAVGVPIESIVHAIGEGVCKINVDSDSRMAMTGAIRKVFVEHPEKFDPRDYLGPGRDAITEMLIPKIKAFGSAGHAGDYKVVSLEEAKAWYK
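40 nM FBPA preincubated 10 min at RT with compound (up to 57.5 uM final), then substrate plus GAPDH/TPI/NAD/arsenate coupling and diaphorase/resazurin added. Fluorescence read after 20 min at RT, 525/598 nm.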
AmpC inh no detg – qHTS Inhibitors of AmpC Beta-Lactamase (assay without detergent); actives 0.52% (n = 330,000); AmpC nitrocefin hydrolysis, absorbance 480 nm, 0.0001% Triton; Potency, µM (doses to about 57.1 µM), for the others: at the highest dose activity change, negative = inhibition, actives largely listed as inhibitors;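 also: potency is read from the fitted curve at half-maximal effect; plate controls were no compound for no effect and no enzyme for full effect; nearly all actives have a fitted effect of over 20% in size; some results filed as inactive show a strong effect at the top dose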
Target sequence (P00811 whole entry, looked up): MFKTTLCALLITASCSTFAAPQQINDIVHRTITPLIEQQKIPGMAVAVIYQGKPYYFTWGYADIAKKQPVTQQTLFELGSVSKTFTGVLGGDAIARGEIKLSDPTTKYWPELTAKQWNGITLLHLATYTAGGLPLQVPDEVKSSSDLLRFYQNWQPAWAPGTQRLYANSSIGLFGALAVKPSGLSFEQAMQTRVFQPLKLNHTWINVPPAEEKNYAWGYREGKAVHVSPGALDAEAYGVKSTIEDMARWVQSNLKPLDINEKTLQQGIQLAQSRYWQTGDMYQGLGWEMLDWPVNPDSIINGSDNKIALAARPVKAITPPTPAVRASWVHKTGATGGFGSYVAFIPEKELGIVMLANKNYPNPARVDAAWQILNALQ
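AmpC (5.3 nM in the dispensed reagent) in 20 mM phosphate pH 7.0 with 0.01% (detergent screen) or 0.0001% Triton X-100 was preincubated with compounds for 15 min at room temperature. Nitrocefin was then added from an 800 uM solution, and hydrolysis was followed at 480 nm.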
AmpC inh detg – qHTS Inhibitors of AmpC Beta-Lactamase (assay with detergent). Potency, µM (titrated, usually from 114 µM), inactives show top-dose activity change, negative = inhibition, usual class: inhibitors. actives 0.041% (n = 370,000). AmpC hydrolysis of nitrocefin, absorbance 480 nm, 0.01% Triton. P00811;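 also: potency is read from the fitted curve at half-maximal effect; 0% = no-compound wells and -100% = no-enzyme wells; nearly all actives have a fitted effect of over 25% in size; some results filed as inactive show a strong effect at the top dose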
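20 mM phosphate pH 7.0 + 0.01% (detergent screen) or 0.0001% Triton X-100; 5.3 nM AmpC reagent; cpd preinc 15 min RT; nitrocefin (800 uM stock) to start; A480 q20 s × 4 min; Activity was normalised to no-enzyme and no-compound control wells.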
HCMV inh – qHTS Assay for inhibitors of the human cytomegalovirus (HCMV); HFF cells, HCMV-luciferase reporter, 72 h; stronger effect = lower value; activity change, negative = inhibition, % at 57.5 µM; actives 4.5% (n = 410,000); in the data active = activity change below about -60%; inconclusive = no clear call, values can overlap the other calls; inactive = above about -39%
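Compounds were evaluated in HFFs infected with an HCMV luciferase reporter virus (MOI 1 PFU/cell). Luciferase in lysates collected 72 h post infection served as the replication measure.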
* hit, by the source's call; [ ] = another dose, or the depositor's remark. Unless noted, calls follow the shape of the dose curve; as a rule, active = well fitted curve in the direction sought with a large enough effect; inconclusive = small, poorly fitted or top-dose-only effect, or another doubt; inactive = no such curve, though single readings can be large; an effect the other way counts as inactive or inconclusive. Unless noted, % is scaled to controls: 0 for no effect and ±100 for the full control effect.

What do the screens show for `O=C(COC(=O)CC12CC3CC(CC(C3)C1)C2)Nc1ncc(Cl)cc1Cl`?
Sm TGR block: -2.5%; AMA1-RON2 inh: -2.3%; FBPA Giardia inh: -4.6%; AmpC inh no detg: -21.0%; AmpC inh detg: -18.2%; HCMV inh: 8.8

How did CCOC(=O)c1ccc2[nH]cc(C(C)=O)c(=O)c2c1 do in these assays?
Sm TGR block: 1.5%; AMA1-RON2 inh: -3.1%; FBPA Giardia inh: 0.4%; AmpC inh no detg: -23.8%; AmpC inh detg: -11.3%; HCMV inh: -5.0

What do the screens show for `CN(C)c1ccc(N=Nc2ccccc2C(=O)OCC(=O)N(C)c2ccccc2)cc1`?
Sm TGR block: -1.5%; AMA1-RON2 inh: 14.1µM*; FBPA Giardia inh: 2.4%; AmpC inh no detg: 8.1%; AmpC inh detg: -11.5%; HCMV inh: inconclusive

Results for O=C(O)c1cccnc1SC1CC(=O)N(c2ccc(OC(F)F)cc2)C1=O (stereo not drawn) ?
Sm TGR block: 44.7µM*; AMA1-RON2 inh: -9.1%; FBPA Giardia inh: 5.5%; AmpC inh no detg: -14.6%; AmpC inh detg: 9.8%; HCMV inh: 8.8

How did COc1cc(C(=O)NCCCN2CCCC2=O)ccc1OCc1ccc(Cl)cc1Cl do in these assays?
Sm TGR block: -0.7%; AMA1-RON2 inh: 5.0%; AmpC inh no detg: 281.8%[activator]; AmpC inh detg: -9.7%; HCMV inh: -27.1

How did O=C(O)c1sccc1S(=O)(=O)c1ccccc1 do in these assays?
Sm TGR block: -3.1%; AMA1-RON2 inh: -0.7%; FBPA Giardia inh: 3.0%; AmpC inh no detg: -7.9%; AmpC inh detg: inconclusive; HCMV inh: 17.0

Results for O=C(CSc1nc2ncccc2o1)Nc1ccc(Cl)cc1F ?
Sm TGR block: -6.9%; AmpC inh detg: -1.5%; HCMV inh: 64.1

What do the screens show for `Cc1ccc(S(=O)(=O)N[C@@H](Cc2ccccc2)C(=O)N2CCC(C(=O)N[C@@H](CCC(N)=O)C(=O)O)CC2)cc1`?
Sm TGR block: 5.1%; AMA1-RON2 inh: -0.6%; FBPA Giardia inh: 15.2%; AmpC inh no detg: -6.5%; AmpC inh detg: 0.9%; HCMV inh: -25.9

How did CCc1nc(C)ccc1OCC(=O)O do in these assays?
Sm TGR block: 3.1%; AMA1-RON2 inh: -1.2%; FBPA Giardia inh: -5.2%; AmpC inh no detg: -12.7%; AmpC inh detg: -12.1%; HCMV inh: 16.1

Results for Cc1c(C)n(Cc2ccccc2)c2ccc(C(=O)NCC(C)c3ccccc3)cc12 (stereo not drawn) ?
Sm TGR block: 2.8%; AmpC inh detg: -3.5%; HCMV inh: 0.0

How did COc1cccc(NC(=O)COc2cccnc2[N+](=O)[O-])c1 do in these assays?
AMA1-RON2 inh: 20.2%; AmpC inh no detg: -40.6%; HCMV inh: 9.9

What do the screens show for `Cc1ccc(-n2nc(CO)c(C(=O)NCCCCc3ccccc3)n2)cc1`?
Sm TGR block: 1.7%; AmpC inh detg: 19.5%; HCMV inh: 52.3

What do the screens show for `COc1ccc(-n2nc(C(=O)NCC(=O)NCCCN3CCCCCC3)c3ccccc3c2=O)cc1Cl`?
Sm TGR block: inconclusive; AMA1-RON2 inh: -0.1%; FBPA Giardia inh: -6.6%; AmpC inh no detg: 220.7%[activator]; AmpC inh detg: -2.5%; HCMV inh: inconclusive

Results for COc1cccc(C(=O)Nc2ccc3ccccc3c2)c1 ?
Sm TGR block: 13.1%; AMA1-RON2 inh: 12.6%; FBPA Giardia inh: 7.1%; AmpC inh no detg: -27.6%; AmpC inh detg: -0.8%; HCMV inh: 13.3

How did O=C(NCc1ccco1)C1CCCN(S(=O)(=O)c2ccccc2)C1 (stereo not drawn) do in these assays?
Sm TGR block: 2.5%; AMA1-RON2 inh: -7.8%; FBPA Giardia inh: 2.1%; AmpC inh no detg: -3.6%; AmpC inh detg: 2.4%; HCMV inh: -13.3

What do the screens show for `CCN(C(=O)c1c(OC)cccc1OC)c1nnc(-c2cccnc2)s1`?
Sm TGR block: 5.2%; AMA1-RON2 inh: 0.0%; FBPA Giardia inh: 3.8%; AmpC inh no detg: 5.4%; AmpC inh detg: -14.0%; HCMV inh: -26.5

How did CCOc1ccc(NC(=O)C2CCN(c3nnnn3-c3ccccc3)CC2)cc1 do in these assays?
Sm TGR block: -11.5%; AMA1-RON2 inh: 1.4%; FBPA Giardia inh: 3.0%; AmpC inh no detg: -0.2%; AmpC inh detg: -7.3%; HCMV inh: -23.1

What do the screens show for `O=C(CSc1nc2c([nH]c3ccccc32)c(=O)n1-c1ccccc1)N1CCCC1`?
Sm TGR block: -12.0%; AmpC inh detg: -1.9%; HCMV inh: 3.1

Results for COc1ccc(Nc2c(-c3cc(Br)ccc3O)nc3ncccn23)cc1OC ?
Sm TGR block: -5.8%; AmpC inh detg: 3.7%; HCMV inh: -14.4

Results for O=c1c2c3c(sc2nc2n1CCC2)CCCC3 ?
Sm TGR block: -4.0%; AMA1-RON2 inh: 9.2%; FBPA Giardia inh: -0.9%; AmpC inh no detg: -4.3%; AmpC inh detg: -2.7%; HCMV inh: 50.8

How did COC(C[C@@H](O)CC(=O)[C@H](C)OCc1ccccc1)OC do in these assays?
Sm TGR block: -6.8%; AMA1-RON2 inh: 2.4%; FBPA Giardia inh: 7.1%; AmpC inh no detg: -10.8%; AmpC inh detg: -2.7%; HCMV inh: 10.6

Results for CCc1ccc(-n2c(=O)c3ccccc3n3c(=S)[nH]nc23)cc1 ?
Sm TGR block: 1.2%; AMA1-RON2 inh: 17.0%; FBPA Giardia inh: 4.1%; AmpC inh no detg: -12.7%; AmpC inh detg: -14.9%; HCMV inh: -2.4

Results for CCCCn1nc2cc(C(=O)NCC34CC5CC(CC(C5)C3)C4)ccc2c1OCC ?
Sm TGR block: -1.8%; AMA1-RON2 inh: 0.4%; FBPA Giardia inh: -0.1%; AmpC inh no detg: inconclusive; AmpC inh detg: -4.8%; HCMV inh: -24.1

How did COc1cc(C(=S)N2CCCC2)ccc1OCC(N)=O do in these assays?
Sm TGR block: inconclusive; AMA1-RON2 inh: 9.0%; FBPA Giardia inh: -21.0%; AmpC inh no detg: -9.1%; AmpC inh detg: 0.0%; HCMV inh: -0.3

What do the screens show for `CC(=O)Nc1ccc2nc3c(=O)n(C)c(=O)n(C)c3nc2c1`?
Sm TGR block: -12.7%; AMA1-RON2 inh: inconclusive; FBPA Giardia inh: 17.7µM*; AmpC inh no detg: -8.5%; AmpC inh detg: 4.8%; HCMV inh: -4.6

What do the screens show for `CCCn1nc(C(=O)NNC(=O)c2ccc(C)c(C)c2)c2ccccc2c1=O`?
AMA1-RON2 inh: 60.7%[activator]; AmpC inh no detg: 31.7%; HCMV inh: -17.0

What do the screens show for `CCC1CCCCN1C(=O)c1sc(-n2nc(C)c(Cc3ccccc3)c2C)nc1C` (stereo not drawn)?
Sm TGR block: 7.4%; AmpC inh detg: 2.6%; HCMV inh: 40.3

How did CCOC(=O)C1CCCN(CCC(=O)Nc2ccccc2C)C1 (stereo not drawn) do in these assays?
Sm TGR block: 66.7%[activator]; AMA1-RON2 inh: -0.8%; FBPA Giardia inh: -10.5%; AmpC inh no detg: -5.9%; AmpC inh detg: 1.7%; HCMV inh: -6.1

Results for COc1ccc(NC2CCCN(C(=O)C3(C)CCCCC3)C2)cc1 (stereo not drawn) ?
Sm TGR block: -30.1%; AMA1-RON2 inh: -16.0%; FBPA Giardia inh: -7.6%; AmpC inh no detg: 33.9%; AmpC inh detg: -5.9%; HCMV inh: -8.9

Results for CSc1ccccc1OCc1cc(C(=O)NCCn2ccnc2C)no1 ?
Sm TGR block: 4.7%; AMA1-RON2 inh: 8.5%; FBPA Giardia inh: 6.8%; AmpC inh no detg: 1.0%; AmpC inh detg: -12.3%; HCMV inh: inconclusive

How did Cc1ccc(/C=C/C(=O)Nc2ccccc2C(N)=O)cc1 do in these assays?
Sm TGR block: 5.1%; AMA1-RON2 inh: 16.7%; FBPA Giardia inh: -0.6%; AmpC inh no detg: -27.2%; AmpC inh detg: 3.1%; HCMV inh: 68.9

Results for CCc1nn(CC(=O)N2CCCCC2)c(=O)c2cc3sc(C)cc3n12 ?
Sm TGR block: 1.0%; AmpC inh detg: 21.6%; HCMV inh: -5.1

What do the screens show for `O=C(Nc1ccon1)c1nc[nH]c1C(=O)N1CCN(c2ccccc2)CC1`?
AMA1-RON2 inh: 42.9%[activator]; AmpC inh no detg: -14.0%; HCMV inh: 12.8

Results for NS(=O)(=O)c1ccc(NC(=O)COC(=O)C2(c3ccc(F)cc3)CCCC2)cc1 ?
Sm TGR block: -8.1%; AMA1-RON2 inh: -10.6%; FBPA Giardia inh: -1.7%; AmpC inh no detg: -2.1%; AmpC inh detg: inconclusive; HCMV inh: -61.5*

What do the screens show for `CCCOc1ccccc1/C=N/NC(=O)C1CC1`?
Sm TGR block: -35.3%; AMA1-RON2 inh: -5.1%; AmpC inh no detg: -10.5%; AmpC inh detg: 2.3%; HCMV inh: 27.4

Results for CC(/C=C1\SC(=S)N(NC(=O)c2cccc(O)c2)C1=O)=C\c1ccccc1 ?
Sm TGR block: 0.5%; AMA1-RON2 inh: -19.0%; FBPA Giardia inh: -4.3%; AmpC inh no detg: inconclusive; AmpC inh detg: -11.7%; HCMV inh: -23.7

How did O=C(CN1CCCCC1)N1CCc2ccccc21 do in these assays?
Sm TGR block: 62.2%[activator]; AMA1-RON2 inh: -6.0%; FBPA Giardia inh: 1.9%; AmpC inh no detg: -20.9%; AmpC inh detg: 7.3%; HCMV inh: 15.3

How did COc1cc2c(cc1OC)C1O[C@](c3ccsc3)(C2)Oc2c1c(=O)oc1ccc(F)cc21 do in these assays?
Sm TGR block: inconclusive; FBPA Giardia inh: 2.2%[12.9 µM]; AmpC inh no detg: 138.3%[activator][11.4 µM]; AmpC inh detg: 4.0%[22.9 µM]

Results for Cc1cc(=O)oc2cc(OCC(=O)OCC(=O)NC3CC3)ccc12 ?
Sm TGR block: 10.2%; AMA1-RON2 inh: 18.8%; FBPA Giardia inh: -7.0%; AmpC inh no detg: -13.3%; AmpC inh detg: -7.8%; HCMV inh: -4.8

Molecules listed so far with two or more sulfur atoms (2):
How did O=C(O)c1sccc1S(=O)(=O)c1ccccc1 do in these assays?
Sm TGR block: -3.1%; AMA1-RON2 inh: -0.7%; FBPA Giardia inh: 3.0%; AmpC inh no detg: -7.9%; AmpC inh detg: inconclusive; HCMV inh: 17.0

Results for CC(/C=C1\SC(=S)N(NC(=O)c2cccc(O)c2)C1=O)=C\c1ccccc1 ?
Sm TGR block: 0.5%; AMA1-RON2 inh: -19.0%; FBPA Giardia inh: -4.3%; AmpC inh no detg: inconclusive; AmpC inh detg: -11.7%; HCMV inh: -23.7

Assay outcomes from PubChem BioAssay.
